From PubChem BioAssay
E coli growth: counter-screen for AddAB inhibitors: E. coli growth inhibition. E. coli V3065 growth, OD600 absorbance, 18 h. inhibition, % at 11.9 µM. 0.27% of 330,000 active;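 active means inhibition above the campaign's mean inhibition across all tested compounds plus 3 SD, cut at about 9.9% in these data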;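 further: uninfected addAB+ strain grown without phage in ampicillin broth; 0% = DMSO wells and 100% = ciprofloxacin 0.95 µg/ml wells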
PKA-R1A act: PKA-R1A complex activation. PKA-R1A dissociation, Cy5-IP20 fluorescence polarization; scaled: DMSO 0%, 113 µM cGMP 100%. activation, % at 11.4 µM. 0.083% of 340,000 active. P00514+P68181;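 active means percent activation above the mean of all tested compounds plus 3 SD, cut at about 19% in these data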;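 further: higher means more PKAc released from R1A so a rise in polarization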
Arrestin-AP2 inh: blocks beta-arrestin peptide binding to AP2 adaptin; FITC-arrestin peptide / GST-AP2 beads, flow cytometry; AP2 beta2 appendage carries R879A mutation; inhibition, % at 10 µM; 0.31% of 340,000 active; AID 504490;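 active means inhibition above a set limit, near 3 SD of compounds lacking own fluorescence, cut at about 54% in these data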;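 further: plate controls were DMSO wells for no effect and 5 µM unlabelled arrestin peptide for full effect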
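Material – GST-tagged AP2 beta2-adaptin appendage (R879A) on 4 µm glutathione beads · Probe or stimulus – fluorescein-tagged arrestin peptide at 50 nM final · Timing – 12 min plus 1 h, RT · Detection – bead flow cytometry, FITC channel · Read-out basis – inhibition as reduced fluorescein signal on beads, percent · Medium – PBS plus Tween 20 (0.05%) and BSA (0.1%)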
PfHsp90 yeast 2: growth inhibition of yeast expressing Plasmodium Hsp90. AID 504621. 0.32% of 310,000 active. inhibition, % at 9.4 µM. S. cerevisiae expressing PfHsp90, BacTiter-Glo ATP, 48 h; yeast lacking PDR1 and PDR3 efflux regulators;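 active means every replicate shows inhibition above about 80%, whatever the replicate mean, limit read from the data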;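 further: 0% = DMSO neutral controls and 100% = 20 µM radicicol positive controls; yeast relying on Plasmodium falciparum Hsp90 in place of its own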
phage Ecoli inh: E. coli growth loss with phage present. growth absorbance. inhibition, % at 11.9 µM. 0.26% of 360,000 active; in the data active means inhibition above about 11%
SUMO Mot1 rescue: inhibitors of SUMOylation pathway: yeast Mot1-301 growth rescue; S. cerevisiae Mot1-301 growth rescue, ATP luminescence, 38.5C; percent above DMSO median, 100 means doubled; 1% of 320,000 active; growth rescue, % at 18.8 µM;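 active means every valid replicate shows activation above 250% relative to neutral control wells; inactive means the rest, any valid replicate at or below 250%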;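 further: OY570 slx delta 5 strain wells were the positive control but not used for scaling; some compounds called inactive have numbers as strong as hits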
DSG3 Ab inh: inhibitors of pemphigus antibody binding to human desmoglein-3 | P32926 | DSG3-coupled beads, scFv-anti-DSG3-GFP binding, flow cytometry; hits give low values | binding (percent of control), % at 10 µM | 0.48% of 310,000 active | AID 588358;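 active means binding more than 3 SD below its plate's average and above zero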;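 further: hits lower antibody fragment binding to DSG3; some compounds called inactive have numbers as strong as hits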
Target sequence (P32926 whole entry, looked up, the tested form may be a part): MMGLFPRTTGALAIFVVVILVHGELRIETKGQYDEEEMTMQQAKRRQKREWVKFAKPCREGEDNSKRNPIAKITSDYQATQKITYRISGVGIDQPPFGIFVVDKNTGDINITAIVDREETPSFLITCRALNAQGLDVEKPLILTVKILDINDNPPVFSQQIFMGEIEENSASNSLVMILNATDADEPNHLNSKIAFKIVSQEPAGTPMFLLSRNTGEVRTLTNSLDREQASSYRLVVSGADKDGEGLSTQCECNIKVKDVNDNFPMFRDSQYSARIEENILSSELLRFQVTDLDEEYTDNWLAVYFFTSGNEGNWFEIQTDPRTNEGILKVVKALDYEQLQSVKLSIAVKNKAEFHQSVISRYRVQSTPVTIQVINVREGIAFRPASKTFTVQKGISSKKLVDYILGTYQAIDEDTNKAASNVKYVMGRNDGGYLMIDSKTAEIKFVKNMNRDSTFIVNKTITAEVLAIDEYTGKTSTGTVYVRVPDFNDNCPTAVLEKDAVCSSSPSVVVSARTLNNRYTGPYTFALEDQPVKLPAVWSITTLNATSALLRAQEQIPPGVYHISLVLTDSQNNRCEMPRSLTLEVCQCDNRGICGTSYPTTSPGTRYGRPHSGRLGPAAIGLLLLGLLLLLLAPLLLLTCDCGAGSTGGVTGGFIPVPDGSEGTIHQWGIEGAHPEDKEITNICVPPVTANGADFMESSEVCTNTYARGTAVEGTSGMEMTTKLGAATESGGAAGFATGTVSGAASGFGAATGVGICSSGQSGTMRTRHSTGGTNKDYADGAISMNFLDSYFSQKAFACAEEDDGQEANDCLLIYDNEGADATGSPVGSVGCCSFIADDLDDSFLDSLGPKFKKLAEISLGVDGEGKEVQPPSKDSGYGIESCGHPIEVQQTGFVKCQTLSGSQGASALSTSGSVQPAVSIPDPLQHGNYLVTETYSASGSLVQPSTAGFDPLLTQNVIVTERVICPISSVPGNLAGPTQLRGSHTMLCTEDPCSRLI
OPRM1-OPRD1 ag: OPRM1-OPRD1 heterodimerization agonism; P35372+P41143; cells, luminescence; activation, % at 9.3 µM; 0.3% of 340,000 active; in the data active means activation above about 18%;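 further: 0% = vehicle-treated cells and 100% = reference agonist; values of inactives mirror those of a sister screen read the other way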
MOR-DOR inv ag: inverse agonists of human mu-delta opioid receptor heterodimerization. cell-based MOR-DOR heterodimer luminescence, inverse agonism. inhibition, % at 9.3 µM. 0.21% of 340,000 active; in the data active means inhibition above about 22%, passing the limit was not always enough;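 further: 0% = cells with DMSO and 100% = wells without cells with DMSO; values of inactives mirror those of a sister screen read the other way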
Tat transport: E. coli Tat transport inhibition | E. coli MC4100 TorA-mCherry Tat export, fluorescence | inhibition, % at 10 µM | 0.036% of 340,000 active;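 active means mean replicate inhibition at least 50% and at least half of replicates individually reaching 50%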;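 further: exported cargo escapes ClpAP degradation while cytoplasmic cargo is degraded and loses fluorescence; 0% = median of neutral control wells and 100% = median of NaSCN control wells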
AddAB inh: less growth of phage-infected E. coli with AddAB. E. coli expressing H. pylori AddAB, absorbance growth. inhibition, % at 11.9 µM. 0.29% of 330,000 active. AID 435030; in the data active means inhibition above about 12%;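 further: 0% = vehicle wells of infected cells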
Starred values were filed as active, the others as inactive; · = no result given.

Under each structure – DSG3 Ab inh	SUMO Mot1 rescue	PKA-R1A act	Arrestin-AP2 inh	E coli growth	PfHsp90 yeast 2	AddAB inh	phage Ecoli inh	OPRM1-OPRD1 ag	Tat transport	MOR-DOR inv ag
> O=C(CCl)NN1C(=O)NC2(CCCCC2)C1=O
→ 102	15	-3	-13	-0.8	-14	0.4	3.2	-3.2	-4	15
> c1ccc(-n2nnnc2N2CCOCC2)cc1
→ 104	9	1	0	1.6	-22	2.2	0.1	-1.3	10	6
> CC(C)CNC(=O)c1c(N)n(/N=C/c2ccccn2)c2nc3ccccc3nc12
→ 109	197	4	21	-1.1	-2	1.8	1.9	0.6	2	-4
> COc1ccccc1CNC(=O)CNC(=O)N1CC(=O)Nc2ccccc21
→ 105	61	2	-2	-1.0	-17	2.6	2.0	-1.1	1	6
> CC(C)c1nn2c(=O)cc(O)nc2s1
→ 92	88	2	4	-0.3	-13	2.0	3.0	-2.3	6	14
> CC(C)CN(C(=O)c1ccc(=O)n(C)n1)c1c(N)n(Cc2ccccc2)c(=O)[nH]c1=O
→ 98	-9	3	-6	-1.1	6	2.4	5.3	-1.3	-5	8
> O=C(O)CC1c2ccccc2CCN1S(=O)(=O)c1ccccc1 (stereo unspecified)
→ 105	10	·	16	-0.2	·	-3.2	3.1	·	·	·
> COCCNC(=O)C(c1ccccc1C)N(C(=O)Cn1nnc2ccccc21)c1cccnc1 (stereo unspecified)
→ 100	8	3	3	-1.3	-1	2.3	1.5	-3.0	-7	17
> CC1C(=O)Nc2ccc(S(=O)(=O)N3CCN(c4cccc(Cl)c4)CC3)cc2NC1=O (stereo unspecified)
→ 97	20	-15	11	0.3	-29	1.0	2.2	1.2	-7	-7
> COc1cccc(NC(=O)N(Cc2cc3cc(C)cc(C)c3[nH]c2=O)CC2COCCO2)c1 (stereo unspecified)
→ 93	121	5	9	-1.2	18	-1.4	2.4	-2.5	7	15
> CCC(=O)Nc1c(C)cc(C)cc1Cl
→ ·	·	0	2	2.0	42	-1.3	1.2	-1.6	-5	9
> COc1cc(CC(=O)OCC(=O)N2CCCCC2)cc(OC)c1OC
→ 101	-6	5	58*	-1.4	3	-0.2	3.5	-0.9	-15	4
> Cc1cc(C(=O)Nc2nnc(C3CC3)s2)c(C)s1
→ 109	-8	3	-4	-0.9	-8	-0.7	1.1	2.1	-4	-8
> CC[C@]1(C(=O)OC)[C@H]2C(=O)N(C)C(=O)[C@H]2[C@H]2CN=C(SCc3ccccc3)N21
→ 103	·	-4	6	0.5	10	1.9	2.4	-3.4	-6	17
> Cc1ccccc1N=C1NC(=O)CS1
→ 98	11	5	8	-1.8	14	-2.5	1.1	-0.8	-9	5

(next part)
Under each structure – DSG3 Ab inh	SUMO Mot1 rescue	PKA-R1A act	Arrestin-AP2 inh	E coli growth	PfHsp90 yeast 2	AddAB inh	phage Ecoli inh	OPRM1-OPRD1 ag	Tat transport	MOR-DOR inv ag
> COc1ccccc1CCC(=O)Nc1ccc(S(=O)(=O)Nc2cc(C)nc(C)n2)cc1
→ 104	-1	-8	14	1.5	18	0.3	1.4	-4.6	0	22
> Cc1c(Cl)cnc(NC(=O)CSc2nnc(C)n2Cc2ccccc2)c1Cl
→ 106	168	-9	-9	0.1	5	3.2	-0.1	1.0	1	-5
> Cc1cc(C)c2c(n1)nn1c(N3CCN(Cc4ccccc4)CC3)cc(C)nc21
→ 199	·	-8	1	·	-3	·	0.1	1.9	0	-11
> Cc1ccccc1C(=O)c1cccn1CC(=O)NCC(C)c1ccccc1 (stereo unspecified)
→ 102	-3	-7	-4	-0.6	-7	2.0	3.6	0.9	12	-4
> COC(=O)c1cc(=O)n(CCc2ccc(OC)cc2)c(=Nc2ccc(F)c(Cl)c2)s1
→ 111	-4	-2	14	-2.3	3	0.5	2.4	-1.2	0	7
> CCn1c(-c2ccc(OC)c(OC)c2)n[nH]c1=S
→ 97	-1	-3	2	-3.6	-1	0.5	3.4	-0.4	2	2
> COCCn1c(-c2cccs2)csc1=Nc1cccnc1
→ 98	-7	-6	-2	-0.7	-4	3.1	0.8	0.2	-1	-1
> COCCOc1ccc(C(F)(F)F)cc1NC(=O)CN1C(=O)NC(C)(c2ccc3c(c2)OCO3)C1=O (stereo unspecified)
→ 101	-11	-7	7	1.2	21	0.7	0.7	-0.6	7	4
> COc1ccccc1NC(=O)Nc1nn(C)c2cccc(OC)c12
→ 98	-2	-7	-4	1.3	10	2.1	-2.2	-0.8	-5	4
> COc1ccc(NC(=O)COC(=O)C2CCN(S(=O)(=O)c3ccccc3)CC2)cc1Cl
→ 97	17	-5	-5	1.5	-21	0.0	4.0	-1.8	-3	11
> COc1ccc(OC)c2nc3c(C(=O)NCCN(C)C)cccc3nc12
→ 91	·	-4	24	·	0	·	-1.5	-3.1	0	16
> O=C(COc1ccc(Cl)cc1Cl)N/N=C/C1CC=CCC1 (stereo unspecified)
→ 105	0	-4	-1	0.2	13	0.7	2.5	-1.5	-4	8
> O=S(=O)(NCC1CCN(c2ccc(S(=O)(=O)N3CCOCC3)cc2)CC1)c1ccccc1
→ ·	·	-10	-5	·	-1	·	0.3	1.4	0	-10
> CCCOc1ccc(C(=O)N2CC3(CC(c4cccc(NC(=O)[C@@H]5CCC(=O)N5)c4)=NO3)C[C@H]2C(=O)NC2(C(N)=O)CC2)cc1 (stereo partly specified)
→ 103	5	2	-6	-0.1	1	1.9	-1.2	-2.9	-11	16
> NC(=O)c1cc(S(=O)(=O)N2CCCC2)ccc1OCCOc1ccccc1
→ 97	20	1	17	1.4	1	2.9	5.8	-0.8	2	3

Ordered by molar mass (descending): some entries from above
Under each structure – DSG3 Ab inh	SUMO Mot1 rescue	PKA-R1A act	Arrestin-AP2 inh	E coli growth	PfHsp90 yeast 2	AddAB inh	phage Ecoli inh	OPRM1-OPRD1 ag	Tat transport	MOR-DOR inv ag
> O=S(=O)(NCC1CCN(c2ccc(S(=O)(=O)N3CCOCC3)cc2)CC1)c1ccccc1
→ ·	·	-10	-5	·	-1	·	0.3	1.4	0	-10
> COc1ccc(NC(=O)COC(=O)C2CCN(S(=O)(=O)c3ccccc3)CC2)cc1Cl
→ 97	17	-5	-5	1.5	-21	0.0	4.0	-1.8	-3	11
> NC(=O)c1cc(S(=O)(=O)N2CCCC2)ccc1OCCOc1ccccc1
→ 97	20	1	17	1.4	1	2.9	5.8	-0.8	2	3
> Cc1ccccc1C(=O)c1cccn1CC(=O)NCC(C)c1ccccc1 (stereo unspecified)
→ 102	-3	-7	-4	-0.6	-7	2.0	3.6	0.9	12	-4
> COc1ccc(OC)c2nc3c(C(=O)NCCN(C)C)cccc3nc12
→ 91	·	-4	24	·	0	·	-1.5	-3.1	0	16
> O=C(COc1ccc(Cl)cc1Cl)N/N=C/C1CC=CCC1 (stereo unspecified)
→ 105	0	-4	-1	0.2	13	0.7	2.5	-1.5	-4	8
> COc1ccccc1NC(=O)Nc1nn(C)c2cccc(OC)c12
→ 98	-2	-7	-4	1.3	10	2.1	-2.2	-0.8	-5	4

(continued)
Under each structure – DSG3 Ab inh	SUMO Mot1 rescue	PKA-R1A act	Arrestin-AP2 inh	E coli growth	PfHsp90 yeast 2	AddAB inh	phage Ecoli inh	OPRM1-OPRD1 ag	Tat transport	MOR-DOR inv ag
> COc1ccc(CNC(=O)N2CCN(c3cccc(C)c3C)CC2)cc1OC
→ 108	181	5	21	1.3	2	2.9	-1.0	-1.1	-7	6
> COc1ccc(CCC(=O)OCC(=O)NCc2ccc3c(c2)OCO3)cc1
→ 95	2	-5	-3	-0.7	-17	0.3	0.8	-1.1	0	5
> Cc1nn(-c2ccccc2)c(C)c1NC(=O)COC(=O)c1ccccc1
→ ·	-12	2	-1	1.2	-15	1.3	1.0	-1.7	4	7
> CC(Oc1ccc(F)cc1)C(=O)Nc1ccccc1C(=O)NC1CC1 (stereo unspecified)
→ 107	12	8	43	-0.7	-2	0.0	2.7	-0.9	12	5
> CC(OC(=O)CN1C(=O)NC2(CCCC2)C1=O)C(=O)Nc1cccc(Cl)c1Cl (stereo unspecified)
→ 102	-7	-8	-5	-1.8	27	-3.1	4.6	-0.5	-3	2
> O=C(CNc1ccc2ccccc2c1)N/N=C/c1ccccn1
→ 90	-2	·	-7	-8.5	·	-7.0	-3.6	·	·	·
> COc1ccc(NC(=O)NC2(C(=O)N3CCCC(C)C3)CCCCC2)cc1 (stereo unspecified)
→ 98	0	4	26	-2.0	4	2.1	0.8	-3.1	1	16
> CN(C(=O)COC(=O)C1COc2ccccc2O1)c1c(N)n(Cc2ccccc2)c(=O)[nH]c1=O (stereo unspecified)
→ 101	-1	-7	-4	-2.9	·	-1.7	-1.9	0.5	-3	-4
> CC1(C)C(=O)Nc2ccccc2N1C(=O)COC(=O)c1cccc(O)c1
→ 100	-8	-1	0	0.6	1	-1.5	6.0	-3.4	0	13
> O=C(Nc1ccc(NC(=O)c2cccs2)cn1)c1ccccc1
→ 106	43	-7	3	0.3	13	4.0	5.3	0.0	-7	0
> O=C(O)c1cc(S(=O)(=O)N2CCCCC2)ccc1N1CCOCC1
→ ·	-4	-6	-6	-0.6	15	1.7	0.0	-1.7	4	7
> O=C1C2C3c4ccccc4C(c4ccccc43)[C@@H]2c2nc3ccccc3n21 (stereo partly specified)
→ 93	-15	-5	-6	1.3	25	0.9	1.7	1.7	4	-9
> O=C(CCNc1cccc(Cl)c1)c1ccco1
→ 105	3	0	7	-0.6	-15	3.0	2.1	-0.1	-4	0
> CC(C)c1ccc(S(=O)(=O)Nc2ccc3c(c2)OCO3)cc1
→ 104	44	-7	34	-1.3	-9	1.0	4.4	10	-2	-40
